Screens: PubChem, The Scripps Research Institute Molecular Screening Center
SRC3 TRFRET art – flags TR-FRET format artefacts in PPARgamma SRC-3 recruitment agonist screen | TR-FRET artefact counter-screen, PPARgamma/SRC-3 format; hits give high values | TR-FRET ratio at 8 µM | actives 0.39% (n = 99,000) | AID 1048; in the data active means TR-FRET ratio above about 2000; further: inactives centre near 1600; reference of the scale not given here
SRC1 TRFRET art – flags TR-FRET format artefacts in PPARgamma SRC-1 recruitment agonist screen; TR-FRET detection artefact counter-screen, emission ratio; hits give high values; TR-FRET ratio at 8 µM; actives 0.34% (n = 99,000); AID 1051; in the data active means TR-FRET ratio above about 2300; further: inactives centre near 1800; reference of the scale not given here
* marks the source's active call; other numbers are inactive results; & = joins results of further samples.

SMILES	SRC3 TRFRET art	SRC1 TRFRET art
CCN(CC)c1ccc(C(=O)OCC(=O)Nc2cc3oc4ccccc4c3cc2OC)cc1	1506	1872
CCOC(=O)c1c(CSc2ccccc2)n(C)c2ccc(O)c(CN3CCOCC3)c12	1604	2029
Cc1cc(N)n(-c2ccc(Cl)cc2)n1	1572	1755
Cc1cc(=O)oc2c1c(C)nn2-c1ccc(Br)cc1	1636	1955
COc1ccc(S(=O)(=O)CCc2nnc(NC(C)=O)s2)cc1	1799	2218
CCN(CC)C(=O)C1CCCN(Cc2cccc(F)c2)C1 (centres undefined)	1610	1665
Cc1cccc(NS(=O)(=O)c2cnc(Cl)c(Br)c2)n1	1548	1769
O=C1CCc2ccc(NC(=O)C3CC3)cc2N1	1436	1805
CC1CN/C(=C\C(=O)c2ccc(Br)cc2)C(=O)N1 (centres undefined)	1658	1805
COc1ccc(C(=O)CC(=O)C(=O)Nc2cc(Cl)c(OC)cc2OC)cc1	1704	2155
C=CCN(CC=C)CCOc1cc(C)ccc1[N+](=O)[O-]	1535	1891
COC(=O)Cn1c(=NC(=O)CN2C(=O)CCC2=O)sc2cc(S(N)(=O)=O)ccc21	1639	1612
Cc1cc(NS(=O)(=O)c2ccc(NC(=S)NCc3ccccc3)cc2)no1	1603	1922
COC(=O)COc1ccc(NS(=O)(=O)c2cccc([N+](=O)[O-])c2)cc1	1827	1842
Cc1cccc(SCC(=O)Nc2ccccc2[N+](=O)[O-])c1	1788	1736
O=C(COC(=O)/C=C/c1cccc(C(F)(F)F)c1)Nc1cccc2ccccc12	1641	1669
CC1=C(C(=O)OCc2ccccc2)C(c2ccco2)n2ncnc2N1 (centres undefined)	1480	1709
O=C(NC(=S)NCc1nc2ccccc2[nH]1)c1ccc(F)cc1	1482	1611
CC1(CC(=O)N/N=C/c2ccc(-c3ccc(Cl)cc3)o2)OCCO1	1840	1834
Cc1ccccc1-c1cnn(-c2cccc([N+](=O)[O-])c2)c1N	1528	1778
Cc1ccccc1C(OCCN(C)C)c1ccccc1 (centres undefined)	1782&1357	1739&1647
O=C(CSc1nc2ccccc2[nH]1)Nc1c(F)c(F)c(F)c(F)c1F	1402	1786
COc1ccc2oc(=O)c(-c3nnc(N)s3)cc2c1	1642	1636
O=C(CCc1ccc(S(=O)(=O)NCc2ccccc2)cc1)NCc1cccnc1	1399	1640
CC(C)c1ccc(NC(=O)c2sccc2-n2cccc2)cc1	1397	1572
CC(C)Cc1ccc(C(C)C(=O)Nc2ncccn2)cc1 (centres undefined)	1622	1824
CNC(=S)NNC(=O)c1ccccc1F	1706	1793
CCOc1ccc(NC(=S)Nc2ccc(Br)cc2Cl)cc1	1674	1744
C#CC1(NC(=O)NC(C)(C)C)CCCCC1	1595	1769
O=C(CSc1ccccc1C(=O)O)NCc1ccccc1	1766	1796

Five entries from above, as a markdown table:
| Molecule | SRC3 TRFRET art | SRC1 TRFRET art |
| --- | --- | --- |
| CC(C)c1ccc(NC(=O)c2sccc2-n2cccc2)cc1 | 1397 | 1572 |
| CC(C)Cc1ccc(C(C)C(=O)Nc2ncccn2)cc1 (centres undefined) | 1622 | 1824 |
| CNC(=S)NNC(=O)c1ccccc1F | 1706 | 1793 |
| CCOc1ccc(NC(=S)Nc2ccc(Br)cc2Cl)cc1 | 1674 | 1744 |
| C#CC1(NC(=O)NC(C)(C)C)CCCCC1 | 1595 | 1769 |

Further entries:
SMILES	SRC3 TRFRET art	SRC1 TRFRET art
CC1(C)CC(=O)C2=C(C1)N(c1cccc(Cl)c1)C(=O)NC2(C(F)(F)F)C(F)(F)F	1487	1731
CC(NC(=O)C1CCN(S(=O)(=O)c2cnc[nH]2)CC1)c1ccccc1 (centres undefined)	1482	1499
Cc1nc2c(ccc3nc(NC(=O)C4CC4)sc32)s1	1607	1832
CCOC(=O)c1c(/N=C/c2cc([N+](=O)[O-])ccc2O)sc(C)c1C	1472	1830
O=C(COc1ncnc2scc(-c3ccccc3)c12)NCCN1C(=O)CSC1=O	1436	1569
Cc1ccc(-c2c(C(=O)Nc3ccccc3C)c(C)[nH]c(=S)c2C#N)o1	1986	2060
C#CCOCCOCCOCCNc1nc(N2CCN(C(=O)[C@H]([C@@H](C)CC)n3cc([C@@H](N)Cc4ccc(O)cc4)nn3)CC2)nc(N2CCN(C(=O)[C@H](Cc3ccc(O)cc3)n3cc([C@@H](N)C(C)CC)nn3)CC2)n1 (some centres undefined)	1634	1761
Cn1nc(C(C)(C)C)cc1C(=O)O	1146	1546
CCOC(=O)N1CCN(C(=O)C2CCN(CC3CCCCC3)CC2)CC1	1534	1953
Cc1cc([N+](=O)[O-])nn1CCCC(=O)Nc1c(C)n(C)n(-c2ccccc2)c1=O	1596	1707
COc1ccc(N2C(=O)CCC(C(=O)NCCN3CCOCC3)C2c2ccc(OC)c(OC)c2)cc1 (centres undefined)	1338	1731
CCN(CC(=O)Nc1ccccc1Br)C1CCCCC1	1556	1834
C=CCNC(=S)NNC(=O)c1ccc(Br)cc1	1331	1567
COc1ccc(CN(Cc2cc3cccc(C)c3n3nnnc23)C(=O)N2CCOCC2)cc1	1522	1832
CN1C(=O)/C(=C/c2ccc3c(c2)OCO3)N=C1c1ccccc1	1530	1833
O=[N+]([O-])c1ccn(-c2nc(-c3ccccc3)cc(C(F)(F)F)n2)n1	1499	1634
O=C(NNC(=S)Nc1ccc(F)c(Cl)c1)c1ccccc1Br	1509	1875
CCN(CC)C(=O)CSc1nc2c(sc(=S)n2-c2ccccc2)c(=O)[nH]1	1639	1769
CC(C)N1CCN(Cc2cccc(-n3cccn3)c2)CC1CCO (centres undefined)	1718	1784
Cn1nc(C(=O)Nc2ccc3c(c2)OCCO3)cc1C(=O)O	1541	1846
O=C(Nc1ccc(C(=O)N2CCOCC2)cc1)c1cccc([N+](=O)[O-])c1	1645	2155
O=c1cc(-c2ccc(O)c(O)c2)oc2c(C3O[C@H](CO)[C@@H](O)[C@H](O)[C@H]3O)c(O)cc(O)c12 (some centres undefined)	1717	1906
CN(CCc1ccccn1)C(=S)NC(=O)c1ccco1	1480	1679
O=Cc1ccccc1OCc1nnsc1Cl	1586	1780
COc1ccc(NC(C)=O)cc1CNC(=O)COc1c(C)c(C)cc(C)c1C	1476	1738
NC(=O)c1coc(-c2ccccc2)n1	1710	2092
Cc1sc2ncn(CC(=O)NCc3ccco3)c(=O)c2c1-c1ccccc1	1474	1656
COc1cc(/C=C/C(=O)Nc2ccncc2)cc(OC)c1OC	1606	1791
Cc1noc(C)c1CSc1nc2ccccc2n1C	1628	1775
O=C1NC(c2ccccc2)=C(c2ccc3ccccc3n2)C(c2ccccc2)N1 (centres undefined)	1870	1805
CCCn1nnc(NC(=O)c2ccc3ccccc3c2)n1	1712	2002
CCCOC(=O)/C=C/c1c(C)[nH]c(=O)[nH]c1=O	1758	1926
C#CCN(C)CCCOc1ccc(Cl)cc1Cl	1734	1736
Cc1ccc(C(=O)Nc2ccccc2N2CCN(C(=O)C(C)C)CC2)cc1C	1529	1790
O=C(Cc1cccs1)N/N=C/c1ccc(OCc2ccccc2)cc1	1718	1952
COc1ccc(CN2CCN(Cc3nc4ccccc4s3)CC2CCO)c(C)c1C (centres undefined)	1772	1809
CCC(O)CC(C(=O)NNc1ccccc1)C(=O)NNc1ccccc1 (centres undefined)	1613	1994
Cc1cc(C)c2c(c1)-c1c(ssc1=S)C(C)(C)N2C(=O)CN1C(=O)c2ccccc2C1=O	1530	1980
O=C(O)c1cccc(NC(=O)c2ccc(S(=O)(=O)c3ccccc3)cc2)c1	1685	1799
O=C(Nc1nsc(-c2ccccc2)n1)c1ccc(F)cc1	1393	1591
COc1ccc(C2CC(c3cc(Br)ccc3F)n3nnnc3N2)cc1 (centres undefined)	1662	1952
O=C(/C=C/c1ccccc1)NC(=S)NNS(=O)(=O)c1ccccc1	1725	1675
S=C(NC1CCCCCC1)NC1CCCC1	1527	1735
C=CCNc1nnc(Sc2ncccc2[N+](=O)[O-])s1	1739	2044
O=C(Nc1ccon1)c1cccc(S(=O)(=O)N2CCCCC2)c1	1714	1648
COc1ccc2nc(C)cc(SCC(=O)N3CCCCC3)c2c1	1595	1583
CCCCNc1ccc2nsnc2c1[N+](=O)[O-]	1629	1974
CCCNC(=O)c1ccc(C2SCC(=O)N2CCc2ccccc2)cc1 (centres undefined)	1448	1578
O=C(OC1CCCCC1)c1ccc2c(c1)C1C=CCC1C(C(=O)O)N2 (centres undefined)	1554	1642
Fc1ccc(NC2=NCCCCC2)cc1	1500	1722
Cc1ccc(S(=O)(=O)N2CCN(C(C)C)CC2)cc1	1620	1935
Cc1ccc(-n2nc3c(Cl)nnc(C)c3c2C)cc1	1625	1670
CCS(=O)(=O)NCc1csc(-c2ccccc2)n1	1729	1783
O=C(CSc1ncccn1)Nc1ccccc1	1436	1830
CCN(CC)S(=O)(=O)c1cccc(C(=O)N/N=C/c2ccccc2OCC(=O)O)c1	1591	1820
S=c1[nH]nc(CCc2ccccc2)n1-c1ccc(Cl)cc1	1586	1924
CC(=O)c1c(Nc2ccccc2)sc(C(=O)c2ccccc2)c1C	1521	1702
CCCCCCCN=CC1=C(O)CC(c2ccccc2)CC1=O (centres undefined)	1628	1815
CC1(C(=O)Nc2cccc(S(=O)(=O)N3CCOCC3)c2)Cc2ccccc2C(=O)O1 (centres undefined)	1774	1823
O=c1c(Cc2ccc(Cl)cc2Cl)c(O)ccn1Cc1ccncc1	1668	1874

Continuation.
SMILES	SRC3 TRFRET art	SRC1 TRFRET art
CCN(CC(=O)NCc1ccc(F)cc1)CC(=O)Nc1ccc(S(=O)(=O)N2CCCC2)cc1	1378	1893
O=c1cc(CSc2nc(NCc3ccccc3)c3ccccc3n2)nc2ccc(Cl)cn12	1611	1973
Cc1cc(C)n(CC(=O)N/N=C/c2cc(Br)cc([N+](=O)[O-])c2O)n1	1435	1771
CC1CCN(C(=O)Cn2c(=O)n(-c3ccc(F)cc3)c(=O)c3sccc32)CC1	1408	1873
O=C(Nc1ccccc1)C1CCCN(C(=O)c2ccc(Cl)cc2)C1 (centres undefined)	1484	1678
c1coc(CNc2nc3sc4c(c3c3ncnn23)CCCC4)c1	1778	1889
COc1ccc(NC(=O)c2cc(C3CC3)on2)c(OC)c1	1632	1967
CC(C)(C)c1ccc(C(=O)Nc2ccccc2Cl)cc1	1354	1541
O=C(O)CCS(=O)(=O)c1ccc(-c2ccccc2)cc1	1592	1653
COc1ccc(N2CCN(C(=O)c3ccc(Cl)c(S(=O)(=O)N4CCCC4)c3)CC2)cc1	1553	1727
CC(C)(CCl)C(=O)Nc1ccc(OC(F)(F)F)cc1	1575	1628
CCn1cc(/C=N/NC(=O)c2ccc3c(c2)OCO3)cn1	1533	1647
CCCCN(CCCNc1ncnc2nc[nH]c12)c1ccccc1	1395	1917
O=C(NC(CC(=O)N1CCN(c2ccc([N+](=O)[O-])cc2)CC1)c1ccccc1)c1ccccc1Cl (centres undefined)	1392	1649
CCN(CC)C(=S)NC(=O)c1ccc(OC)c(Br)c1	1549	1681
COc1cc(NC(=S)NCCC(c2ccccc2)c2ccccc2)cc(OC)c1	1610	1597
COc1ccc(OCCCn2cccc2/C=C2/C(=N)N3OC(C)=CC3=NC2=O)cc1	1620	1801
COc1ncnc2c1oc1ccccc12	1581	1663
O=c1[nH]c2ccc(NC(=S)NC3CCCCC3)cc2[nH]1	1836	1627
Cc1nc2ccccc2c2oc(C(=O)N3CCN(C(=O)c4ccco4)CC3)cc12	1479	1698
CCN(CC)c1ccc(C=C2C(=O)OC3(CCCCC3)OC2=O)cc1	1743	1895
CC1=CC(C)(C)[N+](C)(C)c2ccccc21	1688	1631
COC(=O)c1ccc(CN2CCN(CCC(C)C)C(CCO)C2)cc1 (centres undefined)	1623	1856
CNc1ccc(S(=O)(=O)NC)cc1[N+](=O)[O-]	1521	1636
CCn1c2ccccc2c2cc(NC(=O)c3ccc(C)c([N+](=O)[O-])c3)ccc21	1570	1833
CC(C)OC(=O)c1c(NC(=O)CCn2nnc3ccccc32)sc2c1CCCC2	1531	2051
COc1ccc(/C=N/OCC(=O)Nn2c(C)nc3ccccc3c2=O)cc1	1822	1869
Cn1c(SCC(=O)N/N=C/C=C\c2ccccc2[N+](=O)[O-])nc2ccccc21	1622	2020
CCC(=O)Nc1c(C(=O)Nc2ccc3c(c2)OCCO3)oc2ccccc12	1319	1523
COc1ccc(N(CC(=O)NCCC2=CCCCC2)S(=O)(=O)c2ccc(C)cc2)cc1OC	1478	1914
CCOC(=O)/C(C(=O)Nc1ccc(Br)cc1)=C1/NC(C)(C)Cc2ccccc21	1503	1870
CC(C)C(NC(=O)c1ccccc1F)C(=O)Nc1ccc2c(c1)OCO2 (centres undefined)	1489	1804
S=C(NCCc1ccccc1)NC1CC1	1537	1697
COc1ccc(N/C=C\C(=O)c2ccc(C)cc2)cc1OC	1317	1545
COc1cc(C2CC(=O)OC3=C2C(=O)CC(C)(C)C3)cc(OC)c1OC (centres undefined)	1612	1786
C/C(CCc1ccccc1)=N\NC(=O)C1C2CCCCC21 (centres undefined)	1553	1646

Some of the entries so far, with two lines to a compound:
Screens in order: SRC3 TRFRET art, SRC1 TRFRET art
CC(C)C(NC(=O)c1ccccc1F)C(=O)Nc1ccc2c(c1)OCO2 (centres undefined)
 : 1489, 1804
S=C(NCCc1ccccc1)NC1CC1
 : 1537, 1697
COc1ccc(N/C=C\C(=O)c2ccc(C)cc2)cc1OC
 : 1317, 1545

Single records (already shown).
CC(C)C(NC(=O)c1ccccc1F)C(=O)Nc1ccc2c(c1)OCO2 (centres undefined) is listed as SRC3 TRFRET art = 1489; SRC1 TRFRET art = 1804
COc1ccc(N/C=C\C(=O)c2ccc(C)cc2)cc1OC is listed as SRC3 TRFRET art = 1317; SRC1 TRFRET art = 1545

An excerpt, so the mix of outcomes need not match the whole.
